Compound activity deposited in PubChem BioAssay by several laboratories.
NSD2 inh – NSD2 histone methyltransferase inhibitors, primary screen, biochemical, AlphaScreen, single concentration, set 2; Histone-lysine N-methyltransferase NSD2 (Homo sapiens), O96028; NSD2 peptide methylation, 120 min; inhibition, % at 12.5 µM; actives 0.54% (n = 310,000); in the data active = inhibition above about 50%
CDK5 p35 inh – inhibitors of human CDK5/p35 kinase, primary screen, biochemical, single concentration. actives 0.01% (n = 330,000). Recombinant CDK5/p35, ADP-Glo luminescence, 60 min. inhibition, % at 10 µM. Cyclin-dependent kinase 5 (Homo sapiens) + Cyclin-dependent kinase 5 activator 1 (Homo …;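 active = highest replicate inhibition of at least 50% and at least 75% of replicates reaching 50%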;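 note: plate controls were DMSO neutral control for no effect and GW8510 at 10 µM for full effect; many of its hits are not listed in these tables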
dFosB act – activators of delta FosB homodimer, primary screen, biochemical, fluorescence polarization, TAMRA-CDK5 oligo, single point; Protein FosB (Mus musculus), P13346; activation, % at 25 µM; purified delta FosB; percent of positive-control signal above neutral wells; AID 493131, 2011; actives 0.99% (n = 340,000);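 active = mean activation above about 17%, with every replicate also reaching it, limit read from the data, passing the limit was not always enough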;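 note: fluorescence polarization rise as delta FosB binds a TAMRA Cdk5 AP-1 oligo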
Target sequence (P13346 whole entry, looked up): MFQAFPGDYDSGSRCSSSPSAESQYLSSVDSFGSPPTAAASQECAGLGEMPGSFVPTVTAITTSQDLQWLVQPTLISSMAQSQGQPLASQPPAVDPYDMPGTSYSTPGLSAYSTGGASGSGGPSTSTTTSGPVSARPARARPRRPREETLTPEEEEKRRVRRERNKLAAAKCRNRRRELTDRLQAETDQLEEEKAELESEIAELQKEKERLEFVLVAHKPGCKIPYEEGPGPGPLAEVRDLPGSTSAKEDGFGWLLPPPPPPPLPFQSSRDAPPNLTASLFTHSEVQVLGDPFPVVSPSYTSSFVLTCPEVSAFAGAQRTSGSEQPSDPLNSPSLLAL
PvdQ acylase – P. aeruginosa PvdQ acylase inhibitors, primary screen, biochemical, fluorescence, plate reader and imaging, single point | actives 0.063% (n = 340,000) | purified PvdQ acylase | inhibition, % at 10 µM | AID 488965, 2010; in the data active = inhibition above about 30%, passing the limit was not always enough;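 note: 0% = vehicle neutral wells and 100% = reference inhibitor wells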
RTF Ca sens act – cardiac RTF calcium sensitivity activators, primary screen, biochemical, IANBD-TnC fluorescence, EC20 calcium; Troponin I, cardiac muscle (Homo sapiens) + Troponin T, cardiac muscle (Homo sapiens) + …; IANBD-labeled TnC RTF fluorescence at EC20 calcium; 0% EC20 calcium, 100% full calcium; activation, % at 7.2 µM; actives 0.24% (n = 340,000); AID 493008, 2010;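 active = activation above the mean over all tested compounds plus 3 SD, cut at about 30% in these data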;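 note: rise in fluorescence read as greater calcium sensitivity of cardiac thin filaments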
C-LANA FP – inhibitors of KSHV C-LANA binding to DNA, primary screen, biochemical, fluorescence polarization, FAM-LBS DNA, MBP-C-LANA, single point | actives 0.078% (n = 340,000) | inhibition, % at 9 µM | AID 504423, 2011;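 active = highest replicate inhibition at or above 60% at 9 µM, even if other replicates fall short; inactive = all replicates below 60% inhibition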;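 note: 0% = neutral control wells and 100% = 4 µM acridine orange control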
Cardiac RTF inh – cardiac RTF calcium sensitivity inhibitors, primary screen, biochemical, IANBD-TnC fluorescence, EC70 calcium. actives 0.12% (n = 340,000). inhibition, % at 7.15 µM. IANBD-labeled cardiac RTF, Ca2+ fluorescence;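 active = inhibition above the mean inhibition of all tested compounds plus 3 SD, cut at about 17% in these data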;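 note: assay run at fixed EC70 calcium of 1.6 mM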
SUMO Mot1 rescue – yeast Mot1-301 growth rescue at high temperature, primary screen, SUMOylation pathway inhibitor project, S. cerevisiae, ATP luminescence, 38.5C; S. cerevisiae Mot1-301 growth rescue; percent above DMSO median, 100 means doubled; growth rescue, % at 18.8 µM; actives 1% (n = 320,000);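 active = every valid replicate shows activation above 250% relative to neutral control wells; inactive = the rest, any valid replicate at or below 250%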;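 note: OY570 slx delta 5 strain wells were the positive control but not used for scaling; some compounds called inactive have numbers as strong as hits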
Keap1-Nrf2 PPI – Keap1-Nrf2 protein-protein interaction inhibitors, primary screen, biochemical, fluorescence polarization, single point; Kelch-like ECH-associated protein 1 (Homo sapiens), Q14145; Keap1 Kelch-Nrf2 peptide fluorescence polarization, 1536-well; inhibition, % at 9.4 µM; actives 0.15% (n = 340,000); in the data active = inhibition above about 12%;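 note: human Keap1 Kelch domain with fluorescein labeled Nrf2 9mer peptide probe; 0% = neutral control wells and 100% = peptide positive control; higher means more block of Keap1 binding to Nrf2 peptide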
Target sequence (Q14145 whole entry, looked up, the tested form may be a part): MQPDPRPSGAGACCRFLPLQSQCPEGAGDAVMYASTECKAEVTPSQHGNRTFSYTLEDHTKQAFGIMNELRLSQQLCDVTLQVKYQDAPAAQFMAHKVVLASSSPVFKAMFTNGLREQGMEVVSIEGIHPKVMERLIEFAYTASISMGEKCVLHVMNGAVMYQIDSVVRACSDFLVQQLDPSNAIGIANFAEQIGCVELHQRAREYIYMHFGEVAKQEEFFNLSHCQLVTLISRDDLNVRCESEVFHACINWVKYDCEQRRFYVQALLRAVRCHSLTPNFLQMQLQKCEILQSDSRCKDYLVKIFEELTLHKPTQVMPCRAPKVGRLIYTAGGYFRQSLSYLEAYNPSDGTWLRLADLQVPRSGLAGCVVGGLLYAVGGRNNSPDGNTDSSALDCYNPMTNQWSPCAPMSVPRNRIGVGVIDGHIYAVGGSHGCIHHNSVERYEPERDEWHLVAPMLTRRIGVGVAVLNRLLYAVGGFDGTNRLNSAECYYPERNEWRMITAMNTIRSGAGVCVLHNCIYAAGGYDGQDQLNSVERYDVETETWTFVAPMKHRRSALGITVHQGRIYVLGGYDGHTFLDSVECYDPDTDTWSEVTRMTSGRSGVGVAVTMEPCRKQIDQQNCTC
Rtt109 HAT inh – inhibitors of C. albicans Rtt109/Vps75 HAT, primary screen, biochemical, ThioGlo CoA-SH fluorescence, plate reader; purified Rtt109/Vps75, 4 h; inhibition, % at 34.9 µM; actives 0.16% (n = 330,000); Histone acetyltransferase RTT109 (Candida albicans (strain SC5314 / ATCC MYA-2876)), …; AID 540336, 2011;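 active = inhibition of at least 50% in every replicate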
PfHsp90 set2 – growth inhibition of PfHsp90-expressing yeast, primary screen, antimalarial PfHsp90 inhibitor project, S. cerevisiae, BacTiter-Glo luminescence, single point, set 2; BacTiter-Glo ATP, 48 h; yeast lacking PDR1 and PDR3 efflux regulators; inhibition, % at 9.4 µM; actives 0.32% (n = 310,000); AID 504621, 2011;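 active = every replicate shows inhibition above about 80%, whatever the replicate mean, limit read from the data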;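 note: 0% = DMSO neutral controls and 100% = 20 µM radicicol positive controls; yeast relying on Plasmodium falciparum Hsp90 in place of its own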
Starred values were filed as active, the others as inactive; i = inactive; · = not tested or not shown.

1) CCOC(=O)c1sc(-c2ccc(F)cc2)cc1N
2) CC(C)C(=O)N1CCN(c2ccccc2NC(=O)Cc2ccc(Cl)cc2)CC1
3) CCC(C)c1ccc(NC(=S)Nc2ccc(OC)cc2C)cc1 (centres undefined)
4) COc1ccc(-c2cc(C(=O)N(C)CC(=O)Nc3ccccc3Cl)c3ccccc3n2)cc1OC
5) CC(C)(C)C(=O)Nc1ccc(C(=O)N/N=C/c2ccccc2OC(=O)c2ccc(Cl)cc2)cc1
6) O=C(COc1ccccc1)NCC(=O)Nc1cccc(S(=O)(=O)NC2=NCCC2)c1

Compound,1,2,3,4,5,6
NSD2 inh,-6,-1,4,-2,-3,-2
CDK5 p35 inh,-0.4,-5.7,1.0,2.7,-2.3,0.0
dFosB act,-10,-11,-15,-12,-9,-6
PvdQ acylase,0,-9,-9,-13,-27,-7
RTF Ca sens act,-2,8,7,-8,8,4
C-LANA FP,-1.7,0.6,0.0,-1.4,2.9,0.0
Cardiac RTF inh,3,7,-15,-6,-1,-5
SUMO Mot1 rescue,-16,-19,11,-2,1,-7
Keap1-Nrf2 PPI,2,0,-3,1,-5,-3
Rtt109 HAT inh,0,0,4,-8,-3,-10
PfHsp90 set2,·,·,22,2,11,-17

Continued, overlapping the part above by two compounds.
5) CC(C)(C)C(=O)Nc1ccc(C(=O)N/N=C/c2ccccc2OC(=O)c2ccc(Cl)cc2)cc1
6) O=C(COc1ccccc1)NCC(=O)Nc1cccc(S(=O)(=O)NC2=NCCC2)c1
7) Cc1cccc(N)c1-c1c(C)cccc1N
8) O=C(OCc1nc(-c2ccccc2Cl)no1)c1ccco1
9) CCOC(=O)C1(CCOC)CCN(CC(C)Cc2ccc3c(c2)OCO3)CC1 (centres undefined)
10) O=C(COC(=O)/C=C/c1ccc(S(=O)(=O)N2CCOCC2)cc1)NC1CCCCCCC1
11) CCCn1c(=O)c2[nH]cnc2n(-c2ccc(Cl)cc2)c1=O
12) CCOc1ccc(S(=O)(=O)N2CCC(C(=O)N3CCN(c4ccccc4F)CC3)CC2)cc1C

Compound,5,6,7,8,9,10,11,12
NSD2 inh,-3,-2,-3,-7,2,-3,1,-1
CDK5 p35 inh,-2.3,0.0,-2.1,-0.8,2.0,1.1,0.3,-1.0
dFosB act,-9,-6,-4,5,-2,-2,2,-4
PvdQ acylase,-27,-7,-24,-13,3,11,2,7
RTF Ca sens act,8,4,12,1,4,-4,5,0
C-LANA FP,2.9,0.0,-0.5,0.3,0.8,-1.1,-9.1,0.9
Cardiac RTF inh,-1,-5,9,-9,-2,3,-7,-4
SUMO Mot1 rescue,1,-7,29,10,-18,13,-6,30
Keap1-Nrf2 PPI,-5,-3,-5,-1,0,-5,-1,0
Rtt109 HAT inh,-3,-10,3,2,4,16,2,12
PfHsp90 set2,11,-17,-1,-6,8,22,5,7

13) CCOC(=O)Cn1c(=NC(=O)CC)sc2c(C)cc(C)cc21
14) C#CCOC(=O)c1ccccc1C(=O)N(CC)CC
15) O=C(O)C(Cc1c[nH]c2ccccc12)NS(=O)(=O)c1ccc(Cl)cc1 (centres undefined)
16) CCCOc1cc(C)c(S(=O)(=O)NC2CC(C)(C)NC(C)(C)C2)cc1C
17) O=C1CC[C@@H](CN(Cc2ccccn2)Cc2nc(Cc3ccccc3)no2)N1
18) COCCn1c(=S)[nH]c2cc(C(=O)N3CC(C)CC(C)C3)ccc2c1=O (centres undefined)

Compound,13,14,15,16,17,18
NSD2 inh,-4,1,-3,-2,-4,-1
CDK5 p35 inh,0.2,0.0,-1.4,-1.5,1.3,0.7
dFosB act,3,8,6,-9,-1,-12
PvdQ acylase,-1,4,10,-2,9,-13
RTF Ca sens act,-2,2,0,8,2,-2
C-LANA FP,-0.6,0.8,1.0,0.6,-0.7,2.2
Cardiac RTF inh,-10,1,1,5,-3,-7
SUMO Mot1 rescue,-5,-2,2,-13,-12,-17
Keap1-Nrf2 PPI,-1,-4,-2,-1,0,-2
Rtt109 HAT inh,5,-5,8,-7,6,-7
PfHsp90 set2,5,6,-3,18,-14,-28

19) COCCn1cnnc1SCC(=O)Nc1cc(C)on1
20) CNC(=O)[C@H](C)[C@@H]1C[C@@]1(C)[C@@H](NC(=O)OCc1ccccc1)c1ccccc1
21) CC(OC(=O)CC(NC(=O)c1ccccc1Cl)c1ccccc1)C(=O)Nc1cccc(Cl)c1Cl (centres undefined)
22) Cc1cccc(C(=O)N(Cc2ccc(C)o2)C2CCS(=O)(=O)C2)c1 (centres undefined)
23) CCCc1oc(C(=O)O)cc1CN1CCOCC1
24) Cc1ccccc1/C=N/Nc1nc2ccccc2c(=O)n1O

Compound,19,20,21,22,23,24
NSD2 inh,-1,·,-2,1,0,2
CDK5 p35 inh,0.5,-1.5,-1.8,-1.3,-2.2,0.6
dFosB act,4,-4,-4,2,1,-4
PvdQ acylase,-11,-12,-11,-13,-7,5
RTF Ca sens act,1,1,-2,-4,5,-1
C-LANA FP,-2.5,0.3,0.2,0.2,0.5,-0.5
Cardiac RTF inh,2,10,-3,-10,7,0
SUMO Mot1 rescue,7,-5,9,-5,-4,0
Keap1-Nrf2 PPI,-3,-2,-1,0,-1,0
Rtt109 HAT inh,-3,-6,1,-1,-4,-8
PfHsp90 set2,·,14,-11,-11,3,-4

25) CCN(CC)S(=O)(=O)c1cccc(NC(=O)CNc2cccc(S(=O)(=O)N3CCOCC3)c2)c1
26) COc1ccnc(NCc2ccc(Cl)cc2)c1C#N
27) N#C/C(=C\c1ccc(Cl)cc1Cl)c1n[nH]c(Cn2cncn2)n1
28) O=C(NCCc1ccc(Cl)cc1)C(=O)c1c[nH]c2ccccc12
29) COc1ccc(-c2nc3ccccc3n2Cc2ccccc2)cc1
30) O=C(Nc1cccc(F)c1)NC1CCN(Cc2ccccc2)CC1

Compound,25,26,27,28,29,30
NSD2 inh,·,0,0,-3,-1,2
CDK5 p35 inh,-1.2,-0.7,0.0,0.5,-0.1,-0.7
dFosB act,-7,6,-7,-1,-5,2
PvdQ acylase,-12,0,-11,-13,8,-20
RTF Ca sens act,5,-1,-1,-2,-4,4
C-LANA FP,1.4,0.8,3.1,0.5,2.4,-0.3
Cardiac RTF inh,-1,-7,-1,4,1,-7
SUMO Mot1 rescue,11,-1,274,16,6,-2
Keap1-Nrf2 PPI,1,0,-5,-5,0,-2
Rtt109 HAT inh,3,2,-4,-9,3,-5
PfHsp90 set2,-21,8,-3,14,-15,5

31) O=C(Nc1ccccc1Cl)c1ccc(C(=O)Nc2ccccc2Cl)cc1
32) COc1ccc(/C=C(\C#N)C(=O)Nc2cc(S(=O)(=O)N3CCOCC3)ccc2N2CCCC2)cc1
33) O=C(NC(=O)N1CCN(c2cccc(Cl)c2)CC1)c1ccccc1
34) CCN(C(=O)CN1c2ccccc2CC1C)c1c(N)n(Cc2ccccc2)c(=O)[nH]c1=O (centres undefined)
35) Oc1cccc(/C=N/N(Cc2ccccc2)c2ccccc2)c1
36) COc1ccc(CNC(=O)c2nn(-c3ccccc3)cc2OC)cc1

Compound,31,32,33,34,35,36
NSD2 inh,-6,·,24,0,11,4
CDK5 p35 inh,1.1,-1.7,0.3,0.0,-2.1,-0.3
dFosB act,-2,0,-1,4,0,-18
PvdQ acylase,0,-2,-3,-2,-4,-2
RTF Ca sens act,1,-1,-1,3,0,-9
C-LANA FP,2.3,0.0,0.1,-2.4,-2.1,-0.3
Cardiac RTF inh,-6,3,2,-12,6,-21
SUMO Mot1 rescue,·,-19,441,-14,132,i
Keap1-Nrf2 PPI,1,-6,1,-7,-3,3
Rtt109 HAT inh,-1,·,-3,-13,12,3
PfHsp90 set2,5,2,49,2,·,6

37) CC(C)CCNC(=O)NC(=O)CSc1nnc2ccccn12
38) CCN=C1SCC(=O)N1c1ccc(OC)cc1
39) COC(=O)Cc1ccc(NC(=S)NCCCO)cc1
40) CC1CCN(c2cc(N3CCOCC3)c(F)cc2[N+](=O)[O-])CC1
41) CC1CCCC(C)N1C(=O)COC(=O)C(Cc1ccccc1)NC(=O)c1cccs1 (centres undefined)

Compound,37,38,39,40,41
NSD2 inh,0,0,-2,48,-2
CDK5 p35 inh,6.6,0.0,0.2,0.4,0.0
dFosB act,-4,3,1,-2,2
PvdQ acylase,3,-10,0,-15,-17
RTF Ca sens act,5,-5,0,-4,-3
C-LANA FP,0.1,-0.4,-0.8,2.2,-0.8
Cardiac RTF inh,-11,6,2,-3,-5
SUMO Mot1 rescue,-37,-22,25,11,4
Keap1-Nrf2 PPI,-2,1,2,0,-3
Rtt109 HAT inh,-1,0,-5,-8,-1
PfHsp90 set2,0,-14,2,6,-20

From entry 40 up to 41, as listed above:
40) CC1CCN(c2cc(N3CCOCC3)c(F)cc2[N+](=O)[O-])CC1
41) CC1CCCC(C)N1C(=O)COC(=O)C(Cc1ccccc1)NC(=O)c1cccs1 (centres undefined)

Compound,40,41
NSD2 inh,48,-2
CDK5 p35 inh,0.4,0.0
dFosB act,-2,2
PvdQ acylase,-15,-17
RTF Ca sens act,-4,-3
C-LANA FP,2.2,-0.8
Cardiac RTF inh,-3,-5
SUMO Mot1 rescue,11,4
Keap1-Nrf2 PPI,0,-3
Rtt109 HAT inh,-8,-1
PfHsp90 set2,6,-20
